Assay outcomes: PubChem BioAssay, National Center for Advancing Translational Sciences (NCATS)
S3 lipid droplet – qHTS Assay for Lipid Storage Modulators in Drosophila S3 Cells | Drosophila S3 cells, BODIPY lipid droplet fluorescence, 18-24 h; cells fed with added oleic acid | lipid storage change, negative = inhibition, % at the top dose, mostly 46.1 µM; hits show Potency in µM | actives 0.64% (n = 320,000) | AID 2685; active means well fitted inhibition curve with a large enough effect in the signal ratio, with a control signal flat, not every such curve was filed as active; inconclusive means small, poorly fitted or top-dose-only effect, or effect the other way, or a change in a side signal; the % refers to the signal ratio
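Drosophila S3 cells got compounds at several concentrations plus oleic acid (400 uM solution). Laser-scanning cytometry with 488 nm excitation read lipid droplets at 500-530 nm and cells at 575-640 nm. Percent activity was relative to 20 uM Triacsin C.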
S3 lipid droplet cell count max – also measured in S3 lipid droplet; calls as there; cell number change, %; measured here: cell count max response;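 cells counted by Cell Tracker Red CMTPX staining in the red channel; peak over a dose series mostly up to 46.1 µM; percent activity relative to internal control wells on each plate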
Active calls of the source: *; i = inactive; ? = inconclusive; / = not tested or not shown. On the % scale 0 is the no-effect control and ±100 the full control effect; potency means the concentration at half of the fitted maximal effect.

SMILES	S3 lipid droplet	S3 lipid droplet cell count max
Cc1[nH]c(=O)[nH]c(=O)c1CSc1nnc([C@H](CC(C)C)NC(=O)OC(C)(C)C)o1	?	/
CN(c1ccc(F)cc1)S(=O)(=O)c1ccc2[nH]cc(C(=O)O)c(=O)c2c1	i	7
CCC(=O)N1CCc2cc(S(=O)(=O)N3CCc4ccccc4C3)ccc21	?	/
CCN(CC(O)CON=C1c2ccccc2-c2ccccc21)S(=O)(=O)c1ccc(Cl)cc1 (stereo not given)	-20%	-7
COc1cc(NC(=O)CSc2nc(C3CC3)nc3ccccc23)cc(OC)c1	?	/
COc1ccc(CC(=O)N/N=C(\C)CC(=O)Nc2ccc3c(c2)OCCO3)cc1OC	i	-10
Cc1cc2sc3ccccc3c(=O)c2c(C)c1O	?	/
COc1ccc(C(C[N+](=O)[O-])c2c(-c3ccccc3)cc3ccccn23)cc1 (stereo not given)	?	/
CCc1cc2c(=O)n(CC(C)C)cnc2s1	?	/
CCN1C(=O)CC(n2c(C)nc3ccccc32)C1=O (stereo not given)	?	/
CCCNNC(=O)C(O)(c1cccc(C)c1)c1cccc(C)c1	?	/
CCOc1cc(-c2nnc(NC(=O)C3=COCCO3)o2)cc(OCC)c1OCC	20%	/
O=C(c1cccc(F)c1)N1CCC2(CC1)NCCc1[nH]cnc12	-9%	-27
O=C(OCc1nnc(-c2ccccc2)o1)c1ccc([N+](=O)[O-])s1	?	/
COc1ccc2c(CC(=O)Nc3ccc(OC)nc3)coc2c1	25%	13
COc1ccccc1CNC(=O)N1CCN(S(=O)(=O)c2ccccc2)CC1	?	/
CCc1ccc(OCC(=O)N/N=C/c2cc([N+](=O)[O-])ccc2N2CCCCCC2)cc1	?	/
Cc1ccc2[nH]c3c(c2c1)CCNC3=O	0%	3
CCCCN1C(=O)C(CC(=O)NCC)SC1=Nc1ccccc1 (stereo not given)	?	/
O=C(CN1CCN(c2ccccn2)CC1)NC1CCCC1	?	/
CN(C)C(=O)Cn1c(SCC(=O)NCc2ccc3c(c2)OCO3)nc2ccccc21	5%	2
COC(=O)[C@]1(C)CCC[C@@]2(C)C3CC[C@]4(OC(C)=O)C[C@@]3(CCC21)CC4=O (stereo not given in full)	9%	9
CC1=NN(c2ccc(C)cc2C)C(=O)C1C(c1ccccc1)C1C(=O)N(c2ccc(C)cc2C)N=C1C (stereo not given)	?	/
CCOc1ccc(C(=O)Nc2c3c(nn2-c2ccccc2)CS(=O)(=O)C3)cc1	?	/
CCOC(=O)c1cnc2c(C)cc(Cl)cc2c1NCCCN1CCOCC1	i	-19
O=C(Nc1nsc(-c2ccccc2)n1)c1cccs1	i	/
C[C@@H]1CC=C[C@H]2[C@H]1C(=O)N(Cc1ccccc1)[C@H]2c1ccc(C(F)(F)F)cc1	?	/
CCNC(=O)NCc1c(C)c(C)n(Cc2ccccc2)c1-n1cccc1	?	/
COc1cccc(CNC(=O)C2CCN(S(=O)(=O)c3ccc4c(c3)CC(C)N4C(C)=O)CC2)c1 (stereo not given)	18%	1
CCOc1ccc(S(=O)(=O)N2CCN(C(=O)c3sccc3C)CC2)cc1	i	/

Profiles, quoted from the list.
CCc1ccc(OCC(=O)N/N=C/c2cc([N+](=O)[O-])ccc2N2CCCCCC2)cc1 is listed with S3 lipid droplet: ?; S3 lipid droplet cell count max: /
CCOc1ccc(C(=O)Nc2c3c(nn2-c2ccccc2)CS(=O)(=O)C3)cc1 is listed with S3 lipid droplet: ?; S3 lipid droplet cell count max: /

The list goes on:
SMILES	S3 lipid droplet	S3 lipid droplet cell count max
CCN(CC)Cc1c(O)ccc2cc(-c3nc4ccccc4n3C)c(=O)oc12	25%	4
Cc1cccc(C)c1NC(=O)COC(=O)c1cccnc1	10%	17
Cn1c(-c2ccccc2)n[nH]c1=S	-13%	-3
Nc1n[nH]c(-c2ccc(F)cc2)n1	?	/
COc1ccc(OC)c(S(=O)(=O)N2CCCC(C(=O)NCc3ccncc3)C2)c1 (stereo not given)	?	/
CC(C)NC(=O)COc1ncnc2sccc12	-4%	-1
COc1cccc(CNCc2cccnc2)c1OCc1ccccc1	?	/
CCc1ccnc(NC(=O)Nc2ccc(OCc3ccccc3)cc2)c1	-11%	14
O=C(Nc1ccc2c(c1)OCO2)N1CCN(c2ccc(F)cc2)CC1	-3%	-15
CCCCCSc1nc2c(c(=O)[nH]c(=O)n2C)n1C	4%	-2
CS(=O)(=O)c1ccc(Cl)c(NC(=O)COC(=O)CCCN2C(=O)c3cccc4cccc(c34)C2=O)c1	?	/
COc1ccc(-c2cc(C(=O)N3CCCCC3)no2)cc1OC	17%	-10
Cc1ccnc(SCC(=O)Nc2sc3c(c2C#N)CCC(C(C)(C)C)C3)n1 (stereo not given)	?	/
O=C(Nc1ccc(F)c(F)c1)NC1CCCCC1	?	/
C/C(=N\N=C1\NC(=O)C(CC(=O)Nc2ccccc2F)S1)C1CCCCC1 (stereo not given)	?	/

Arranged by SMILES length (rising): some entries from above.
SMILES	S3 lipid droplet	S3 lipid droplet cell count max
CC(C)NC(=O)COc1ncnc2sccc12	-4%	-1
Cc1cccc(C)c1NC(=O)COC(=O)c1cccnc1	10%	17
COc1ccc(-c2cc(C(=O)N3CCCCC3)no2)cc1OC	17%	-10
CCN(CC)Cc1c(O)ccc2cc(-c3nc4ccccc4n3C)c(=O)oc12	25%	4
CS(=O)(=O)c1ccc(Cl)c(NC(=O)COC(=O)CCCN2C(=O)c3cccc4cccc(c34)C2=O)c1	?	/

Returning to the listing with the 3 entries that preceded the break.
SMILES	S3 lipid droplet	S3 lipid droplet cell count max
Cc1ccnc(SCC(=O)Nc2sc3c(c2C#N)CCC(C(C)(C)C)C3)n1 (stereo not given)	?	/
O=C(Nc1ccc(F)c(F)c1)NC1CCCCC1	?	/
C/C(=N\N=C1\NC(=O)C(CC(=O)Nc2ccccc2F)S1)C1CCCCC1 (stereo not given)	?	/
Cc1cc(/C=N/n2cnnc2)c(O)c([N+](=O)[O-])c1	18%	/
Cc1ccc2nc(Br)c3c(c2c1)OC(CBr)C3 (stereo not given)	?	/
CCOc1ccccc1OCC(=O)Nc1ccc(N2CCCCC2)cc1	i	-8
CCN(CC)CCn1c(/N=C/c2cc(Br)ccc2O)nc2ccccc21	-14%	1
COc1ccc(OC)c(NC(=O)CSc2nnc(NC(=O)c3ccco3)s2)c1	?	/
CCOc1ccc(S(=O)(=O)/N=C(\N)c2ccccc2)cc1	?	/
CCOC(=O)CN(C(=O)CNC(=O)c1cccs1)C(C(=O)NC1CCCC1)c1ccncc1 (stereo not given)	15%	19
O=C(Nc1ccncc1)c1ccc2ccccc2c1	14%	5
Cc1nc2ccccn2c1C(=O)C(=O)Nc1cc(F)ccc1F	?	/
CCOC(=O)c1c(C)[nH]c(C(=O)COC(=O)/C=C/c2ccc(O)c(OC)c2)c1C	?	/
FC(F)(F)C1CCCN(c2nsc3ccccc23)C1 (stereo not given)	?	/
Cc1ccsc1C(=O)OCc1csc(-c2ccccc2)n1	?	/
Cc1ccc(/C=N/NC(=O)c2ccc(C(=O)N/N=C/c3ccc(C)s3)o2)s1	-2%	11
CS(=O)(=O)N(CC(=O)NC1CCCC1)C1CCCCC1	-17%	-24
CC(=O)Oc1ccc(C(=O)Nc2nccs2)cc1	5%	5
Cc1cccc[n+]1CC(=O)c1ccc2c(c1)OCCO2	12%	11
CCCOc1ccc(Cc2nn[nH]n2)cc1	?	/
CCN(Cc1ccccc1)C(=O)c1cc2cc(OC)c(OC)cc2[nH]1	?	/
CC(C)(C)c1ccc(-c2csc(NC(=O)CN3C(=O)NC4(CCCCC4)C3=O)n2)cc1	i	27
Cc1ccc(OCC(=O)Nc2ccc(Cl)cc2)c([N+](=O)[O-])n1	-2%	-6
C(=N\N1CCN(C2c3ccccc3-c3ccccc32)CC1)/c1ccccn1	-9%	-11
COCCn1cnnc1SCC(=O)Nc1sc2c(c1C#N)CCC2	16%	9
NCCCCCNC(=O)/C=N\O	?	/
COc1cccc(CC2(CO)CCCN(Cc3cn[nH]c3-c3cc(C)ccc3C)C2)c1 (stereo not given)	-13%	15
CCOC(=O)c1[nH]c2c(c1C)C(=O)CC(c1ccc(OCC)c(OC)c1)C2 (stereo not given)	?	/
COCCN(C(=O)COC(=O)c1cnc(C)cn1)c1c(N)n(Cc2ccccc2)c(=O)[nH]c1=O	-7%	-4
C=C(C)CSc1nc2c(cc1C#N)CCC2	?	/
O=C(Cn1c(CO)nc2ccccc21)Nc1ccc2c(c1)OCCCO2	?	/
NNC(=O)c1sc2cc(C(F)(F)F)cnc2c1-c1cccnc1	13%	15
Cc1ccccc1N1CCN(C2CCCN(C(=O)c3ccsc3)C2)CC1 (stereo not given)	i	19
O=C(O)c1cccc(NC(CNS(=O)(=O)c2ccc(Cl)cc2)c2ccccc2)c1 (stereo not given)	-2%	-20
BrC(/C=N/Nc1nc(N2CCOCC2)nc(N2CCOCC2)n1)=C/c1ccccc1	?	/
Cc1nc2ccccc2c(=O)n1CCN1CCOCC1	29%	-1
COc1cc(O)oc1C=Nc1ccc(Oc2ccccc2)cc1	?	/
O=C(NCCCN1CCOCC1)c1onc(CSc2nc3ccccc3[nH]2)c1C(=O)NCCCN1CCOCC1	?	/
CC1Cn2c(nc3sc4c(c3c2=O)CC(C)(C)OC4)N1CCO (stereo not given)	?	/
O=C(NCc1ccccc1)C1CCCN(S(=O)(=O)c2cccc3nonc23)C1 (stereo not given)	-4%	-2
COCCCNC(=O)C(=O)N/N=C/c1cc2c(cc1Br)OCO2	?	/
CCC(=O)c1ccc(OCC(=O)OC(C)C(=O)NCc2ccc3c(c2)OCO3)cc1 (stereo not given)	?	/
Cc1c(CCOC(=O)c2ccccc2)sc[n+]1Cc1ccccc1	9%	-4
Cc1ccc(Oc2ncnc(N)c2[N+](=O)[O-])cc1	?	/
O=C(CNC(=O)c1ccc2c(c1)OCCO2)N/N=C/c1ccc([N+](=O)[O-])cc1	?	/
Cc1cc(NS(=O)(=O)c2ccc(NC(=O)CCc3ccccc3)cc2)no1	25%	0
COc1ccc(N2C(=O)NC3CC2(C)Oc2ccc(Cl)cc23)cc1OC (stereo not given)	?	/
O=C(Cc1c(Cl)cccc1Cl)Nc1ccc(S(=O)(=O)Nc2ncccn2)cc1	-17%	18
CCn1c(Cc2ccccc2)nnc1SCC(=O)Nc1cc(C)on1	?	/
Cc1ccc([N+](=O)[O-])cc1Nc1nc(N2CCCC2)nc(N2CCCC2)n1	?	/
N#Cc1cccc(NCC(=O)Nc2cccc(S(=O)(=O)N3CCCCC3)c2)c1	?	/
Cc1sc(NC(=O)c2ccco2)c(C(Nc2ccccn2)c2ccccc2)c1C (stereo not given)	-2%	-18
COc1ccccc1CNC(=O)COC(=O)CC1CC2CCC1C2 (stereo not given)	i	-5
COCCN1Cc2cccc(C(=O)NC3CCCCCC3)c2C1=O	?	/
O=C(O)c1ccc(-n2nc(-c3ccccc3)c3ccccc3c2=O)cc1	?	/
CC(c1ccccc1C(O)c1ccccc1)N(C)C (stereo not given)	?	/
CCc1ccc(S(=O)(=O)NCc2ccc(N3CCN(C)CC3)cc2)cc1	-9%	3
COc1cc(-c2nnc(SCC(=O)c3ccccc3)o2)cc(OC)c1OC	?	/
CC(C)c1ccc(NC(=O)C2=CC=CN3CCS(=O)(=O)N=C23)cc1	?	/
CC(C(=O)NCc1ccccc1)N1C(=O)C2CC=C(Cl)CC2C1=O (stereo not given)	-4%	-13
CN(C)CCN1C(=O)C(O)=C(C(=O)c2ccco2)C1c1ccccc1F (stereo not given)	?	/
CCCN1CCC(NC(=O)Cc2ccccc2OC)CC1	?	/
COc1ccc(C2CC(c3cccc(C)c3)n3nc(N)nc3N2)cc1 (stereo not given)	?	/

3 compounds already listed, ordered by the value under S3 lipid droplet, falling.
smiles,S3 lipid droplet
Cc1sc(NC(=O)c2ccco2)c(C(Nc2ccccn2)c2ccccc2)c1C (stereo not given),-2%
CC(C(=O)NCc1ccccc1)N1C(=O)C2CC=C(Cl)CC2C1=O (stereo not given),-4%
CCc1ccc(S(=O)(=O)NCc2ccc(N3CCN(C)CC3)cc2)cc1,-9%

Next results follow:
SMILES	S3 lipid droplet	S3 lipid droplet cell count max
CC1(C)C2CCC(C2)C1C/C=N/NC(N)=S (stereo not given)	-6%	1
CCCCCC(=O)NNC(=S)NC(=O)c1ccc([N+](=O)[O-])cc1	?	/
COc1ccc(NC(=O)CS(=O)CC(=O)NCc2cccc(C(F)(F)F)c2)cc1 (stereo not given)	16%	-19
O=C(CN1CSCC1=O)N1CCN(S(=O)(=O)c2cccc(F)c2)CC1	?	/
CCOc1ccccc1N1CCN(C(=O)c2ccc3c(c2)OCO3)CC1	1%	17
CC1CN(c2oc(-c3ccco3)nc2S(=O)(=O)c2ccccc2)CC(C)O1 (stereo not given)	?	/
COc1ccc2nc(NC(=O)Cn3cnc4ccccc4c3=O)sc2c1	?	/
O=C(NC(=S)Nc1ccc2cn[nH]c2c1)c1ccccc1	?	/
COc1ccc(NC(=O)c2[nH]ncc2[N+](=O)[O-])cc1	?	/
COc1cc(NC(=O)c2ccc3nsnc3c2)cc(OC)c1OC	i	3
Cc1nc(-c2cccc(NS(=O)(=O)c3cccc4ccccc34)c2)cs1	26%	11
CC(=O)c1ccc(N2CCN(C(=O)CCCc3nc4ccccc4s3)CC2)cc1	?	/
O=C(CSc1n[nH]c(-c2cccnc2)n1)Nc1ccc([N+](=O)[O-])cc1Br	?	/
Cc1ccccc1C(=O)Nc1ccccc1-c1nnn(CC(=O)Nc2ccc3c(c2)OCCO3)n1	?	/
CCN1C(=O)N(CC)C2C1N(CO)C(=O)N2CO (stereo not given)	?	/
COc1ccccc1N1CCN(S(=O)(=O)c2ccc(NC(C)=O)cc2)CC1	?	/

Some of the compounds tested (hit frequency here may not be typical).
